Pf gamet viab – late stage P. falciparum gametocyte viability inhibitors, primary screen, ATP luminescence, HTS; 150,000 compounds, 0.065% hits; P. falciparum stage V gametocytes, 24 h; inhibition, % at 10.9 µM;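 active = inhibition above the mean plus 3 SD of compounds within the control limits, set per campaign, cut at about 38% in these data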;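 note: 0% = DMSO wells and 100% = medium only without gametocytes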
Rab7 wt modul – modulators of GTP binding to Rab7, primary screen, biochemical, wildtype, multiplex bead flow cytometry; Rab7 GTPase wild type (dog), Bodipy-FL-GTP binding; GST-Rab7 beads, fluorescent GTP binding; actives lie on both sides; untreated = 100%, excess cold GTP = 0%; GTP binding activity (percent of control), % at 10 µM; 190,000 compounds, 0.055% hits; AID 758, 2007;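 active = fluorescent GTP binding to Rab7 beads changed by at least 20 points from the 100% baseline, either direction, mostly lower; inconclusive = compound itself probably fluorescent, or too few beads counted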;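 note: median green fluorescence of bound Bodipy-FL-GTP per Rab7 bead population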
Mcl1 Bid PPI – Mcl-1/Bid binding inhibitors, primary screen, biochemical, TR-FRET, 1536-well | Induced myeloid leukemia cell differentiation protein Mcl-1 (Homo sapiens), Q07820 | TR-FRET Mcl-1/Bid-Dy647 peptide binding | inhibition, % at 21.7 µM | 220,000 compounds, 0.97% hits | AID 1021, 2008;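 active = compounds that cut the binding signal by more than half at the single screening dose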;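 note: His-tagged Mcl-1 with europium anti-His antibody binding Bid BH3 peptide; 0% = Mcl-1 plus peptide wells and 100% = peptide-only wells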
Target sequence (Q07820 whole entry, looked up): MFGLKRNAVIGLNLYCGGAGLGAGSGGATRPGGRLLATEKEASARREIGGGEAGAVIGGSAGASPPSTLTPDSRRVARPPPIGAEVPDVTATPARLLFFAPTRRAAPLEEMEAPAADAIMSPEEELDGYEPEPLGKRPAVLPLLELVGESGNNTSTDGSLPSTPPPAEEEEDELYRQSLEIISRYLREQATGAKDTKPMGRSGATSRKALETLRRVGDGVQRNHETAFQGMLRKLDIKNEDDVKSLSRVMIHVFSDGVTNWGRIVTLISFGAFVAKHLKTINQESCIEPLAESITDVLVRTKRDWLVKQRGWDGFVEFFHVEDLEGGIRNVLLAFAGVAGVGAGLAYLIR
Mcl1-Noxa inh – Mcl-1/Noxa binding inhibitors, primary screen, biochemical, TR-FRET, 1536-well; Induced myeloid leukemia cell differentiation protein Mcl-1 (Homo sapiens), Q07820; TR-FRET Mcl-1/Noxa peptide binding, 2 h; inhibition, % at 21.7 µM; 220,000 compounds, 1.5% hits; AID 1022, 2008;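 active = compounds that cut the protein-peptide binding signal by more than 50% relative to plate controls in a single-dose test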;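 note: His-tagged Mcl-1 with rhodamine Noxa BH3 peptide and terbium anti-His antibody; 0% = Mcl-1 plus Noxa peptide wells and 100% = peptide-only wells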
Cdc42 wt – modulators of GTP binding to wildtype Cdc42, primary screen, biochemical, multiplex bead flow cytometry, Bodipy-GTP; GST-Cdc42 beads; actives lie on both sides; percent activity (GTP binding), % at 10 µM; 190,000 compounds, 0.2% hits; AID 761, 2007;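 active = percent activity GTP binding at least 20 points away from the 100% baseline, either down as inhibitor or up as activator; inconclusive = compound flagged as likely green fluorescent from well-wide comparison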;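 note: median bead fluorescence of bound Bodipy-FL-GTP at 100 nM; 0% = excess unlabeled GTP control and 100% = no compound control; below 100% means less GTP binding so inhibitor and above means activator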
Target sequence (P60953 whole entry, looked up): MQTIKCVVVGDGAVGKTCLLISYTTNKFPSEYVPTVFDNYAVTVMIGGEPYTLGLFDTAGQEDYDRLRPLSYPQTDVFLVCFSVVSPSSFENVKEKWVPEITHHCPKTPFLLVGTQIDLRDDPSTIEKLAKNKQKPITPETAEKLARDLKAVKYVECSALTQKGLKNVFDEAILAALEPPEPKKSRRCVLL
Rac1 wt GTP bind – wildtype Rac1 GTP binding modulators, primary screen, biochemical, GST-Rac1 beads, flow cytometry, multiplex. Ras-related C3 botulinum toxin substrate 1 (Homo sapiens), P63000. fluorescent GTP binding; actives lie on both sides; 0 = cold GTP competed, 100 = untreated. GTP binding activity (% of control), % at 10 µM. 190,000 compounds, 0.27% hits. AID 757, 2007;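 active = GTP binding activity at least 20 points away from the 100% control level, either lower or higher; inconclusive = compound flagged as likely green fluorescent, judged across all proteins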
Bim-Mcl-1 – inhibitors of Bim peptide binding to Mcl-1, primary screen, biochemical, bead-based flow cytometry, multiplex | Bim peptide-Mcl-1 binding | inhibition, % at 10 µM | 190,000 compounds, 0.1% hits; in the data active = inhibition above about 40%;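 note: 0% = no compound tracer wells and 100% = peptide blocker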
RGS8-Gao – RGS8-Galphao binding modulators, primary screen, biochemical, multiplexed bead flow cytometry | Guanine nucleotide-binding protein G(o) subunit alpha (Homo sapiens), P09471 | actives lie on both sides | response (percent of control binding), % at 10 µM | 220,000 compounds, 0.34% hits | AID 1423, 2008; in the data active = response below about 60% or above about 140%; inactive = in between;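 note: Galphao activated as the GDP aluminium fluoride complex binding bead-coupled RGS8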
Target sequence (P09471 whole entry, looked up): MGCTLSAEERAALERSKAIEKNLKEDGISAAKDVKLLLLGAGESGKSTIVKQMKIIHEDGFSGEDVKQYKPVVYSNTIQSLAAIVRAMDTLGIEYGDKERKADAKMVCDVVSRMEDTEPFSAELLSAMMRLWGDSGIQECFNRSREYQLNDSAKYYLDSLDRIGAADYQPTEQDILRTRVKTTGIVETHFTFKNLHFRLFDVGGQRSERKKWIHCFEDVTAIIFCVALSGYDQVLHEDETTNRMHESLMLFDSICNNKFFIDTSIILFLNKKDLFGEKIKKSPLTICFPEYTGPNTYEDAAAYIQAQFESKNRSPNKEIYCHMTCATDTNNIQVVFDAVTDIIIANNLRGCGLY
Rac1 act GTP bind – GTP binding modulators of activated mutant Rac1, primary screen, biochemical, bead-based flow cytometry, multiplex, fluorescent GTP | AID 764, 2007 | 190,000 compounds, 0.11% hits | percent activity (GTP binding), % at 10 µM | Ras-related C3 botulinum toxin substrate 1 (Homo sapiens), P63000 | GST-Rac1 activated beads; actives lie on both sides; 100% means binding = to untreated wells;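 active = GTP binding at least 20 percentage points away from the 100% baseline, in either direction, so actives lie on both sides; inconclusive = Compound likely fluorescent itself, or too few beads counted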
HRas wt GTP bind – modulators of GTP binding to HRas wildtype, primary screen, biochemical, bead-based flow cytometry, multiplex; 190,000 compounds, 0.14% hits; GST-Ras wt beads, Bodipy-FL-GTP binding; actives lie on both sides; AID 759, 2007; GTP binding activity, % at 10 µM;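 active = GTP binding activity at least 20% away from the 100% baseline, either lowered as inhibitor or raised as activator; inconclusive = flagged as likely green fluorescent, judged across all proteins in the well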;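 note: 0% = unlabeled GTP competition control and 100% = no-compound control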
Target sequence (P01112 whole entry, looked up): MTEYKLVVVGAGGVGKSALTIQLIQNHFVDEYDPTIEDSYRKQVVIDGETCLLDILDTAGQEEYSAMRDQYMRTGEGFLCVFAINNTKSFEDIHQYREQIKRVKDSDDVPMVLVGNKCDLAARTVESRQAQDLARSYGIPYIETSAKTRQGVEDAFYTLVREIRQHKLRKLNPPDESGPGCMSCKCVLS
Rab2 wt GTP – modulators of GTP binding to Rab2A wildtype, primary screen, biochemical, dog, bead-based flow cytometry, multiplex. GTP binding activity, % at 10 µM. GST-Rab2 wt beads, Bodipy-GTP binding. 190,000 compounds, 0.19% hits. Ras-related protein Rab-2A (Canis lupus familiaris), P61105;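 active = GTP binding activity at least 20 points away from 100%, either lowered or raised; inconclusive = signal likely due to the compound's own green fluorescence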;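 note: 0% = beads with excess unlabeled GTP and 100% = no-compound control corrected for plate trend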
Active calls of the source: *; ? = inconclusive; nt = no result given.

SMILES	Pf gamet viab	Rab7 wt modul	Mcl1 Bid PPI	Mcl1-Noxa inh	Cdc42 wt	Rac1 wt GTP bind	Bim-Mcl-1	RGS8-Gao	Rac1 act GTP bind	HRas wt GTP bind	Rab2 wt GTP
COc1ccc(CCNc2c(N)n(Cc3ccccc3)c(=O)[nH]c2=O)cc1OC	1	103	-21	13	104	104	-6	97	99	103	104
CN(C)S(=O)(=O)N(CC(=O)N1CCN(c2ccccc2)CC1)c1ccccc1	7	103	-20	-1	98	101	-2	99	98	99	96
NC(=O)C[C@@H]1NC(=O)[C@H](CCC(=O)O)NC(=O)c2cc([N+](=O)[O-])cc(I)c2OCC[C@@H](C(N)=O)NC1=O	nt	86	-2	25	92	91	0	96	94	92	94
NC(=O)COC(=O)c1cccc(NS(=O)(=O)/C=C/c2ccccc2)c1	-39	96	-27	7	101	101	0	81	98	97	96
CCOc1ccc(NC(=O)C2CCN(S(=O)(=O)c3cccnc3)CC2)cc1	9	98	-12	-4	103	105	1	101	99	99	100
O=C(CCCc1ccccc1)N1CCc2ccccc21	30	99	5	16	89	87	-1	98	94	93	94
CCC(=O)Nc1cccc(-c2nnc(SCC(=O)c3ccccc3)n2C)c1	4	97	-2	-3	99	105	-3	98	102	101	100
O=C(COc1ccc(Cl)cc1Cl)NC1CCSC1=O (stereo unspecified)	-17	98	-21	-16	89	101	0	100	94	96	95
COc1ccc(C(=O)Nn2c(C3CCC3)nc3ccccc3c2=O)c(OC)c1	nt	97	-7	-20	102	106	-2	99	100	100	99
CC(C)(C)C(=O)NC(=S)NNC(=O)c1ccc(Cl)cc1Cl	0	102	-103	-27	99	100	0	106	95	99	99
CCC1C/C(=C/c2cccs2)C(=O)/C(=C/c2cccs2)C1 (stereo unspecified)	-4	100	-21	9	98	99	1	96	96	99	97
CCCCCCC(C)n1cc(C(C)=O)c(=O)n(C)c1=O (stereo unspecified)	5	95	-9	15	99	104	-4	103	98	100	99
Cc1cc(C(=O)NNC(=S)NCc2ccccc2)cs1	-3	105	-64	9	100	107	-5	101	99	103	98
CCOC(=O)C1=C(C)N(CCCC(=O)O)C(=O)NC1c1ccccc1OS(=O)(=O)c1ccc(C)cc1 (stereo unspecified)	nt	104	14	39	102	105	-2	92	97	103	103
Cc1ccccc1NC(=O)c1ccccc1NC(=O)CCC(=O)O	-10	102	-27	2	101	103	-5	104	103	105	102
COc1ccc(-n2c(=S)[nH]c3c(sc(=S)n3-c3ccccc3)c2=O)c(OC)c1	4	92	-62	2	87	90	-6	93	85	90	86
COc1ccccc1C(=O)NCc1ccc2c(c1)OCO2	14	96	-11	5	101	101	0	98	99	99	97
O=C1OCC2=C1C(c1ccc(F)cc1)Sc1ccccc1N2 (stereo unspecified)	-8	95	19	1	100	96	0	102	95	100	101
O=C(CC(c1ccccc1)c1cc(Br)ccc1O)NCc1ccco1 (stereo unspecified)	-2	97	-18	17	96	99	-1	101	95	96	99
Cc1cccc(NC(=S)N=Nc2c(O)n(CN3CCOCC3)c3ccccc23)c1C	-3	93	-146	-83	97	93	-6	100	92	92	91
CC(C)(C)NC(=O)NC(=O)COC(=O)c1c(F)cccc1Cl	4	99	-2	8	97	98	4	91	96	98	97
CS(=O)(=O)N(CC(=O)N1CCN(c2ccccc2F)CC1)c1cccc(C(F)(F)F)c1	-5	101	-6	26	99	102	-1	108	98	98	100
O=C(CN1CCN(c2nc(-c3ccccc3)cs2)CC1)Nc1ccc2c(c1)OCO2	-2	97	-41	9	93	97	-5	104	94	98	95
CCOc1cc(S(=O)(=O)NCc2ccco2)c(OCC)cc1-n1cnnn1	-2	100	8	4	95	98	0	101	99	97	103
O=Cc1cccn1-c1cccnc1	-2	97	-6	13	96	98	1	99	97	95	97
CCOC(=O)C1CCCN(Cc2cccc(Cl)c2)C1 (stereo unspecified)	nt	?	49	35	?	?	-3	99	?	?	?
CN1CCN(C(=O)c2cccc(S(=O)(=O)N3CCCCC3)c2)CC1	nt	101	-54	9	102	106	-1	98	101	101	103
O=C(Cc1ccc(F)cc1)Nc1ccc(S(=O)(=O)N2CCCCC2)cc1	nt	98	-6	19	94	105	2	101	94	98	94
C/C(=N\NC(=O)c1ccc(-c2ccccc2)cc1)c1cccc(N)c1	-1	102	-21	6	91	95	-1	103	93	95	97
Cc1c(Cc2ccccc2)sc(NC(=O)c2ccco2)c1C(N)=O	nt	97	-6	36	102	102	-2	107	100	97	98
COC(=O)[C@H](CC(C)C)NC(=O)CCc1nnc(COc2ccccc2)o1	-13	102	-3	0	90	91	-2	100	93	94	98
O=C(COC(=O)c1ccccc1Nc1ccccc1)c1ccccc1	nt	98	-26	18	102	103	-1	100	100	100	99
CCOCCCNS(=O)(=O)c1ccc(OC)c(Cl)c1Cl	17	100	-6	-4	100	100	0	96	98	101	101
NC(=O)Cn1nnc(-c2ccc(NC(=O)c3ccc(F)cc3)cc2)n1	17	97	5	-6	96	98	1	98	95	97	93
O=C1CCCC(O)=C1C(C#Cc1ccccc1)C1=C(O)CCCC1=O	nt	97	-4	52*	98	98	0	92	95	100	99
O=C(C1CCCN1S(=O)(=O)c1cccc2cccnc12)N1CCc2ccccc21 (stereo unspecified)	nt	100	-26	-7	107	109	0	99	103	104	104
C(=N\n1cnnc1)/c1ccc(OC2CSC2)cc1	-24	106	-26	-25	104	106	-3	106	100	105	107
Cc1cc(C)cc(N(C(=O)c2sc(C)nc2C)C(C(=O)NCc2ccco2)c2ccccc2)c1 (stereo unspecified)	-17	97	-3	-5	98	99	-3	106	96	98	98
CC(C)Nc1nc(Cl)nc(NCCOc2ccccc2)n1	-8	99	-1	1	101	103	-1	100	99	98	98
CCN1CCN(C(=O)c2ccc3c(c2)S(=O)(=O)c2ccccc2C3=O)CC1	-7	98	-16	22	96	96	-2	100	96	95	96
COc1ccccc1CC(=O)N(CCC#N)CCC#N	nt	95	-13	23	98	101	-12	104	98	97	96
CC(=O)c1cc(F)c(N2CCN(C(=O)COc3ccccc3F)CC2)cc1C	nt	103	0	6	102	107	-3	103	102	104	102
O=C(Nc1ccc2oc(-c3ccncc3)nc2c1)c1c(F)c(F)c(F)c(F)c1F	nt	103	1	13	100	102	0	100	98	102	102
O=C(NCc1cccc(C(F)(F)F)c1)C1CCN(c2ncccn2)CC1	-38	101	6	12	100	100	0	104	96	101	98
O=C(NC1CCCCC1)C1(c2ccccc2)CC1(Cl)Cl (stereo unspecified)	-4	101	-6	-1	102	103	0	103	99	100	99
CCOC(=O)C1CCN(C(=O)/C=C/c2ccccc2)CC1	-6	107	-8	8	99	103	0	101	97	102	102
Cc1ccc(S(=O)(=O)NCc2ccc(C(=O)N3CCN(c4ccccn4)CC3)cc2)cc1	nt	102	-36	-9	97	102	1	105	98	99	99
CCn1c(CSc2nccn2C)nc2cc(C(=O)O)ccc21	nt	100	-9	19	106	103	-2	98	100	103	102
COc1cccc(NC(=O)C(NCC2CCCCC2)c2ccccc2)c1 (stereo unspecified)	nt	96	31	21	98	98	-4	101	95	98	96
Cc1ccc(-c2cc(C(=O)N3CCN(c4ncccn4)CC3)c3ccccc3n2)cc1	nt	101	-14	-2	102	105	-1	104	97	100	97
N#Cc1ccccc1NC(=O)COC(=O)c1ccc2c(c1)OCCO2	nt	102	-55	-3	99	104	-5	101	96	102	99
C/C(=N\NC(=O)c1ccc2c(c1)OCO2)c1ccc2c(c1)OCO2	-15	94	0	2	98	96	-1	101	97	96	93
O=C1c2ccccc2C(=O)N1CCSc1nc2ccccc2c(=O)n1CCCN1CCOCC1	nt	108	-20	12	103	101	-2	101	97	99	100
CCC(=O)N1CCN(c2ccc(NC(=O)c3ccc(-c4ccccc4)cc3)cc2)CC1	nt	95	-22	-3	103	102	-2	104	97	100	97
Cc1c(Cl)cccc1N1C(=O)C2ON(c3ccccc3)C(c3cccnc3)C2C1=O (stereo unspecified)	-9	93	-14	14	98	95	-3	102	95	97	95
CC1(C)CC(=O)C2=C(C1)OC(N)=C(C#N)C21CCN(Cc2ccccc2)CC1	12	103	-125	14	105	103	0	99	99	103	104
CCOc1ccc(/C=N/O)cc1	nt	96	-10	-4	100	99	-1	109	97	98	100
CCOC(=O)CC1=C(C(=O)OCC)C(c2ccc(OC)cc2OC)C(C#N)=C(N)O1 (stereo unspecified)	nt	91	-81	-1	97	92	-3	101	94	95	95
C/C(=N\NC(N)=O)C1CC(CC(C)C)C(=O)O1 (stereo unspecified)	nt	106	0	4	99	101	-3	107	95	101	101
COc1ccc(Nc2nc(-c3c[nH]c4ccccc34)cs2)cc1	-15	98	-91	0	101	101	-13	92	101	102	100

New compounds follow.
SMILES	Pf gamet viab	Rab7 wt modul	Mcl1 Bid PPI	Mcl1-Noxa inh	Cdc42 wt	Rac1 wt GTP bind	Bim-Mcl-1	RGS8-Gao	Rac1 act GTP bind	HRas wt GTP bind	Rab2 wt GTP
O=C(CCS(=O)(=O)c1ccc(Cl)cc1)N1CCN(S(=O)(=O)c2cccs2)CC1	nt	99	-3	-14	100	100	3	104	93	100	98
CC1CCCN(CC(=O)N2c3ccccc3Sc3ccccc32)C1 (stereo unspecified)	8	102	-9	9	96	96	0	101	95	97	96
Cc1nnc(SCC(=O)O)s1	nt	107	-29	17	95	102	0	103	98	100	100
CN(C)CC/C=C1\c2ccccc2COc2ccccc21	nt	98	5	15	98	99	0	101	101	100	104
CCC(OC(=O)c1cc2sccc2n1C)C(=O)NCC1CCCO1 (stereo unspecified)	nt	102	-16	15	103	105	0	107	99	102	102
CC(=O)N1CCN(Cc2nc3cc(NC(=O)c4ccccc4)ccc3n2C)CC1	nt	100	-27	5	102	102	0	93	101	104	99
Nc1cc(N)nc(SCCOc2ccccc2)n1	nt	101	-13	7	101	105	-1	106	97	99	100
O=C(NN=C1CCCCCCC1)c1ccc(F)cc1	nt	95	-23	1	99	100	2	101	96	95	98

Bioassay records (PubChem BioAssay)
